SMN2 splice enh: qHTS Assay for Enhancers of SMN2 Splice Variant Expression | HEK293 SMN2-luciferase splicing reporter, luminescence, 30-36 h | Potency, µM (titrated, usually from 46.1 µM), for the others: top-dose activity change, positive = activation, hits mostly activators | AID 1458, 2008 | actives 2.8% (n = 210,000); also: % of control where 0% means no effect; nearly all actives have a fitted effect of over 55% in size
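HEK293 cells carry an SMN2 […]–luciferase reporter in which exon 7 inclusion puts luciferase in frame. Cells were plated 10-12 h before compound addition, then incubated 30-36 h at 37C. ONE-Glo luminescence was read; sodium butyrate at 4.5 mM final served as control.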
Lamin A splicing: qHTS Assay for Modulators of Lamin A Splicing. Potency, µM (titrated, usually from 46.1 µM), inactives show top-dose ratio change, negative = inhibition, usual class: inhibitors. actives 0.01% (n = 200,000). HeLa LMNA splicing GFP/RFP minigene ratio, 48 h; active = well fitted inhibition curve with a large enough effect in the signal ratio, with a control signal flat, not every such curve was filed as active; inconclusive = small, poorly fitted or top-dose-only effect, or effect the other way, or a change in a side signal; the % refers to the signal ratio; also: % is scaled to controls: 0 for no effect and ±100 for the full control effect
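S3 HeLa cells stably expressing lamin A-EGFP splicing minigene plus DsRed2, 600 cells/well, 48 h compound exposure at 37C. Laser-scanning cytometry; analysed as GFP (500-530 nm)/RFP (575-640 nm) total intensity ratio; 0.5% DMSO vehicle.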
TR SRC2 fluor cs: Total Fluorescence Counterscreen for Inhibitors of the Interaction of Thyroid Hormone Receptor and Steroid Receptor Coregulator 2; actives 0.29% (n = 280,000); AID 1479, 2009; Potency, µM (highest dose often 106 µM), for the others: at the highest dose fluorescence change, negative = quenching; TRb/SRC2 Texas Red total fluorescence interference; active = well fitted curve in either direction with a large enough effect; inconclusive = small, poorly fitted or top-dose-only effect; also: % is scaled to controls: 0 for no effect and ±100 for the full control effect
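Human TRβ ligand-binding domain (0.6 uM) and Texas Red SRC2 peptide (20 nM) in Tris buffer with 1 uM T3 and 5% DMSO were incubated with pinned compound for 5 hr at ambient temperature. Total fluorescence was computed as S + 2P (555/632 nm).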
JMJD2E inh: qHTS Assay for Inhibitors of Human Jumonji Domain Containing 2E (JMJD2E) | JMJD2E catalytic domain, FDH-coupled NADH fluorescence (FDH is formaldehyde dehydrogenase) | Lysine-specific demethylase 4E (Homo sapiens), B2RXH2 | actives 1.6% (n = 230,000) | Potency, µM (highest dose often 57.1 µM), for the others: at the top dose activity change, negative = inhibition, most hits filed as inhibitors; active = well fitted inhibition curve with a large enough effect, not every such curve was filed as active; inconclusive = small, poorly fitted or top-dose-only effect, or another doubt; inactive = no such curve, though single readings can be large or run the other way;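 also: 0% = wells with enzyme and -100% = buffer wells without enzyme; nearly all actives have a fitted effect of over 50% in size; many of its hits are not listed in these tables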
Target sequence (B2RXH2 1-337 limits assumed): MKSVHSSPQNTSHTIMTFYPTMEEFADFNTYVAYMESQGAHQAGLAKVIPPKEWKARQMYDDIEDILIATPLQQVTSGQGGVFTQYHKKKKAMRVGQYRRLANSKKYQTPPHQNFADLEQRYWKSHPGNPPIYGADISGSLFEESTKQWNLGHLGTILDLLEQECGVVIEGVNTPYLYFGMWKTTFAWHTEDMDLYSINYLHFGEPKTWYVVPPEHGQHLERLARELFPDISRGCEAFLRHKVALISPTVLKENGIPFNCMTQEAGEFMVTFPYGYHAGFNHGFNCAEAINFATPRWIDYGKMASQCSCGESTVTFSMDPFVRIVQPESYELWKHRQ
ALDH1A1 inh: qHTS Assay for Inhibitors of Aldehyde Dehydrogenase 1 (ALDH1A1). Aldehyde dehydrogenase 1A1 (Homo sapiens), P00352. Purified ALDH1A1, NADH fluorescence, propionaldehyde substrate. Potency, µM (series often up to 75.3 µM), without a hit: top-dose activity, negative = inhibition, actives largely listed as inhibitors. actives 7.3% (n = 220,000). AID 1030, 2008; active = well fitted inhibition curve with a large enough effect, not every such curve was filed as active; inconclusive = small, poorly fitted or top-dose-only effect, or another doubt; inactive = no such curve, though single readings can be large or run the other way;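 also: plate controls were no enzyme wells and a reference inhibitor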
Target sequence (P00352 whole entry, looked up): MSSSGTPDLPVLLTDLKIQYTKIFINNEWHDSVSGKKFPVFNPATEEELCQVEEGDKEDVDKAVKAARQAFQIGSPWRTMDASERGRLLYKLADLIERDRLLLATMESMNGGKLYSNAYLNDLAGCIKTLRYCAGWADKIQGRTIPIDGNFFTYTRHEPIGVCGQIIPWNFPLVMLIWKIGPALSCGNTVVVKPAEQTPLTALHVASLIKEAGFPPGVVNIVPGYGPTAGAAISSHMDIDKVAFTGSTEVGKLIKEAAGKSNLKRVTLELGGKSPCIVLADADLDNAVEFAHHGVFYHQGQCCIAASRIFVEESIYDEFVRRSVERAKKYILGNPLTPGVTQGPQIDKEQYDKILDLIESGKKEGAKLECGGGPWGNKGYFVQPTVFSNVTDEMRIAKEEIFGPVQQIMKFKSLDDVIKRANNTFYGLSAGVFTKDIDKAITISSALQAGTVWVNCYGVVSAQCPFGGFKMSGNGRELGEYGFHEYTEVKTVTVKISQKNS
RGS12 GoLoco inh: qHTS Assay for Inhibitors of RGS12 GoLoco Motif Activity (Red Fluorophore) | Gai1:RGS12 GoLoco peptide FP, rhodamine, 10 min | Potency, µM (titrated, usually from 61.6 µM), inactives show top-dose activity, negative = inhibition, actives largely listed as inhibitors | actives 0.44% (n = 230,000) | AID 880, 2007; active = well fitted inhibition curve with a large enough effect, not every such curve was filed as active; inactive = no such curve, though single readings can be large or run the other way; also: % is scaled to controls: 0 for no effect and ±100 for the full control effect; nearly all actives have a fitted effect of over 30% in size; many of its hits are not listed in these tables
RECQ1 inh: qHTS Assay for Inhibitors of RecQ-Like Dna Helicase 1 (RECQ1). actives 0.54% (n = 240,000). ATP-dependent DNA helicase Q1 (Homo sapiens), P46063. Potency, µM (highest dose often 57.3 µM), inactives show top-dose activity, negative = inhibition, most hits filed as inhibitors. RECQ1 DNA unwinding, red fluorescence kinetic read;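 also: plate controls were vehicle for no effect and no enzyme for full effect; nearly all actives have a fitted effect of over 30% in size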
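50 nM RECQ1T1 preincubated 15 min with compound in Tris pH 8.0 buffer with MgCl2, DTT, Tween-20 and 2.5 ug/ml poly(dI-dC); started with 200 nM TAMRA/BHQ-2 forked duplex and 2 mM ATP. Unwinding read as fluorescence (525/598 nm), two reads 2 h apart.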
TRb SRC2 PPI: qHTS for Inhibitors of the Interaction of Thyroid Hormone Receptor and Steroid Receptor Coregulator 2; TRbeta-SRC2 peptide binding, fluorescence polarization; receptor liganded with 1 µM T3; Potency, µM (top dose mostly 106 µM), without a hit: top-dose activity change, negative = inhibition, most hits filed as inhibitors; actives 0.065% (n = 280,000); AID 1469, 2008;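 also: plate controls were bound peptide for no effect and peptide without receptor for full effect; nearly all actives have a fitted effect of over 50% in size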
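Assay buffer: 20 mM Tris-HCl, 100 mM NaCl, 10% glycerol, 1 mM EDTA, 0.01% NP-40, 1 mM DTT, 1 uM T3, 5% DMSO; TRb LBD 0.6 uM, Texas Red SRC2 20 nM; FP after 5 hr.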
Active calls of the source: *; i = inactive; ? = inconclusive; / = no result given; & = joins results of further samples; [ ] = dose if it differs, or a comment. Unless noted, calls follow the shape of the dose curve; as a rule, active = well fitted curve in the direction sought with a large enough effect; inconclusive = small, poorly fitted or top-dose-only effect, or another doubt; inactive = no such curve, though single readings can be large; an effect the other way counts as inactive or inconclusive. Potency is read from the fitted curve at half-maximal effect.

The line under a structure holds: TRb SRC2 PPI | JMJD2E inh | TR SRC2 fluor cs | RECQ1 inh | SMN2 splice enh | RGS12 GoLoco inh | Lamin A splicing | ALDH1A1 inh
- c1ccc(N2CCN(c3ncnc4sc5c(c34)CCC5)CC2)cc1
→ 7% | ? | -4% | i | -30% | -8% | ? | ?
- Oc1ccccc1N=Cc1sc2ccccc2c1Cl
→ 7% | 22µM* | -4% | -3% | -1% | 7% | ? | ?
- O=C(Oc1ccc(N(Cc2cccs2)C2=NS(=O)(=O)c3ccccc32)cc1)c1ccccc1F
→ -2% | ? | 0% | -5% | -22% | -8% | -7% | ?
- CCc1nc(Sc2nnnn2-c2ccccc2)c2c3c(sc2n1)CCCC3
→ 11%[53 µM] | ? | -2%[53 µM] | -11% | -12% | 8% | -17% | ?
- O=C(N/C(=C/c1ccco1)C(=O)N1CCOCC1)c1cccs1
→ -11% | -9% | 28% | i | 0% | 7% | / | -11%
- Cc1csc(SCCn2c(N3CCN(c4ccccc4)CC3)nc3c2c(=O)[nH]c(=O)n3C)n1
→ 4% | 0% | -2% | -3% | -8% | 1% | -10% | ?
- COc1ccc(F)cc1S(=O)(=O)NCc1ccccc1
→ -1% | 1% | -2% | -1% | ? | 4% | 6% | 7%
- O=C(CSc1nnc(CCCN2C(=O)c3cccc4cccc(c34)C2=O)n1-c1ccccc1)N1CCN(CCO)CC1
→ 1% | ? | 1% | -1% | 10% | -4% | 3% | ?
- COC(=O)c1sc(NC(=S)NC(=O)c2ccc(C)cc2)nc1C
→ 3% | -1% | -2% | -1% | / | -1% | / | ?
- CCO[C@H]1OC(C(=O)O)=C[C@@H](C2CCCCC2)[C@@H]1CCCO
→ -10% | -7% | 0% | i | / | 0% | / | 0%
- C/C(=N\N=C(/N)SC1CC(=O)N(c2ccc(Br)cc2)C1=O)c1cccs1 (stereo not given)
→ 4% | -3% | -3% | i | -16% | 1% | ? | -12%
- O=C(NNc1ccc([N+](=O)[O-])cc1)c1ccccc1Cl
→ 9% | 0% | -3% | -6% | -14% | -1% | / | -5%
- Cc1cc(-c2cccs2)c2c(N)c(C(=O)c3ccc4c(c3)OCO4)sc2n1
→ -9% | 5% | 1% | 8% | -3% | 14% | ? | ?
- CNC(=O)C1CCC(=O)N1Cc1ccccc1Cl (stereo not given)
→ 3% | -2% | -2% | -7% | ? | 9% | 9% | 3%
- O=C(CNC(=O)c1ccco1)NCC(=O)OCc1ccc(C(=O)Oc2ccc(Cl)cc2)cc1
→ -9% | -4% | 1% | -1% | 1% | 8% | 6% | 2%
- S=C1NC2(CCCCC2)NN1c1ccccc1
→ -2% | ? | 0% | -2% | -16% | 3% | ? | ?
- C[C@@H]1C=C[C@](Cc2ccccc2)(C(=O)NCC2CC2)N1C(=O)c1ccccc1
→ 9%&3% | -3%&-3% | -2%&-1% | -7%&-3% | ? | -10%&5% | ? | -1%&8%
- CC1CC(Nc2ccccc2)=NC1(C)C (stereo not given)
→ -6% | 5% | -1% | 5% | 8% | 1% | 0% | 1%
- C[C@@H](O)[C@@H]1NC(=O)c2cc([N+](=O)[O-])cc(I)c2NCC[C@@H](C(N)=O)NC(=O)CNC1=O
→ 1% | -6% | -2% | -2% | 13% | 0% | 0% | ?
- CC(C)=CCC/C(C)=C/CO/N=C1/C[C@@H](O)[C@@H](O)[C@@H]2[C@@H]3C(=O)N([C@@H](C)c4ccccc4)C(=O)[C@H]3CC[C@@H]12
→ -3%[11.2 µM] | / | 2%[11.2 µM] | 12%[11.5 µM] | / | / | / | -5%[13.5 µM]
- N#C/C(=C(/O)C(Cl)(Cl)Cl)c1nc2ccccc2[nH]1
→ 0% | 5% | 1% | 5% | / | 6% | / | /
- COc1ccc(OC)c(NC(=O)CC2SC(=Nc3ccccc3)N(CCc3ccccn3)C2=O)c1 (stereo not given)
→ -2% | -7% | 2% | -6% | -19% | 4% | ? | 1%
- CCOC(=O)C1=C(C)Nc2ncnn2C1/C=C/c1ccccc1 (stereo not given)
→ -14% | 4% | 2% | -1% | -7% | 6% | -21% | -3%
- CC(C)n1nnnc1-c1cccc(Cl)c1
→ -9% | 8% | 0% | i | -17% | -10% | ? | 3%
- O=C(CSc1nnc(-c2ccc(Cl)cc2)n1Cc1ccco1)NCc1ccc2c(c1)OCO2
→ -6% | 4% | -2% | -8% | -8% | 0% | -1% | ?
- CCOC(=O)c1ccc(NC(=O)CC2SC(=NC)N(C)C2=O)cc1 (stereo not given)
→ 8% | -1% | -3% | 2% | -14% | 8% | -4% | 13µM*
- CCOC(=O)C1CCN(c2c(NCc3ccc(C(=O)NCCOC)cc3)c(=O)c2=O)CC1
→ 0% | 6% | 5% | 15% | -16% | 1% | 2% | -12%
- CC1CCCN(C(=O)CN2CCN(C(=O)c3ccco3)CC2)C1 (stereo not given)
→ -4% | 2% | -1% | 1% | ? | 8% | 4% | 22µM*
- NC(=S)Nn1c(-c2ccccc2)nc2ccccc2c1=O
→ -1% | 11% | -1% | -2% | 2% | 1% | -12% | 14%
- CCN1CCN(c2nc3ccccn3c(=O)c2/C=C(\C#N)S(=O)(=O)c2ccccc2)CC1
→ 2% | ? | 4% | i | / | 30%[activator] | / | /
- COc1cccc(NC(=O)CN(C)C(=O)COc2ccc3ccccc3c2)c1
→ 0% | 3% | 0% | -7% | / | / | -12% | 8%
- CC(=O)Nc1cc(OC(C)=O)c2nonc2c1OC(C)=O
→ 1.6µM* | -29% | -22% | 5µM* | -87%[inhibitor] | -16% | ? | 5%
- O=C(CN1CCOCC1)N1CCN(c2ccc3ccccc3n2)CC1
→ 0% | ? | -2% | ? | / | 1% | / | ?
- N#C/C(=C\Nc1ccc2c(c1)OCCO2)C(=O)NCc1ccco1
→ 1% | -18% | 2% | i | / | 6% | / | ?
- CCNC(=S)N1CCN(CCN2C(=O)c3cccc4cccc(c34)C2=O)CC1
→ 4% | -29% | -1% | 18% | -29% | 14% | ? | 4%
- C=CCc1cc(Cl)ccc1OCCNCCCOC
→ -4% | ? | 4% | -2% | -5% | -4% | -12% | -20%
- Cc1cc([N+](=O)[O-])nn1CC(=O)Nc1ccc(Cc2ccncc2)cc1
→ -1% | 4% | -2% | i | -46%[inhibitor] | 7% | ? | 7%
- COc1ccc(NC(=O)Nc2cccnc2)c(OC)c1
→ -6% | 0% | -5% | i | 7% | 5% | ? | 9%
- COc1ccc(-n2ccnc2SCC(=O)NC2CCCC2)c(OC)c1
→ 2% | -14% | -1% | ? | -21% | -3% | -5%[46 µM] | 3%
- COC(=O)c1cc(OC)c(OC)cc1NC(=O)Nc1ccc(OC)cc1
→ -4% | ? | -2% | -1% | -8% | 7% | -6% | -11%
- O=C(Cn1c(NCCO)nc2ccccc21)NCC1CCCO1 (stereo not given)
→ 1% | 9% | -4% | 5% | -4% | 7% | / | 8%
- CCC(=O)N1c2ccccc2NC2=C(C(=O)CC(c3ccco3)C2)C1c1ccco1 (stereo not given)
→ 6% | -26% | 3% | i | -9% | -1% | -4% | -4%
- Cc1sc2nc(CSc3ccccc3)nc(NCCN(C)C)c2c1C
→ 8%[53 µM] | ? | -1%[53 µM] | i | 13% | 6% | ? | ?
- COc1ccccc1N1CCN(C(=O)C(=O)N/N=C/c2cccc(O)c2)CC1
→ 2% | ? | 0% | 17% | / | / | -2% | ?
- Cc1cc(C(=O)CSc2nnc(-c3ccccc3)n2Cc2ccc3c(c2)OCO3)c(C)n1C
→ -2% | 1% | -3% | 4% | 28% | 5% | 6% | -2%
- CCc1ccc(Nc2cnn(C34CC5CC(CC(CC(=O)O)(C5)C3)C4)c(=O)c2Cl)cc1
→ -8% | 6% | 0% | -4% | 6% | 5% | / | -12%
- CSC(=S)N/N=C/c1ccc(Br)cc1
→ 2% | -5% | -1% | -5% | 10% | 8% | ? | -13%
- N#CC1=C(N)N(c2ccccc2Sc2ccccc2)C(=O)C1
→ 1% | -5% | 2% | -7% | 4% | 24% | -5% | ?
- CCN(CC)S(=O)(=O)c1cc(C(=O)Nc2cc(Cl)ccc2N2CCN(C)CC2)ccc1Cl
→ -6% | -1% | 0% | -7% | -12% | 15% | ? | 2%
- Cc1cc(C)n2c(SCC(=O)Nc3ccc(F)cc3)nnc2n1
→ 3% | -6% | -3% | -2% | / | -2% | / | 14µM*
- COc1ccc(-n2nc(C(=O)NCC(=O)N3CCN(c4ccccn4)CC3)c3ccccc3c2=O)cc1
→ 4% | ? | -6% | -18% | ? | 8% | -19% | 28µM*
- O=Cc1cccc(Oc2ncccn2)c1
→ 1% | -1% | 0% | i | -1% | -1% | 8%[46 µM] | -15%

Of the compounds above, 4 have a cyano group.
The line under a structure holds: TRb SRC2 PPI | JMJD2E inh | TR SRC2 fluor cs | RECQ1 inh | SMN2 splice enh | RGS12 GoLoco inh | Lamin A splicing | ALDH1A1 inh
- N#C/C(=C(/O)C(Cl)(Cl)Cl)c1nc2ccccc2[nH]1
→ 0% | 5% | 1% | 5% | / | 6% | / | /
- CCN1CCN(c2nc3ccccn3c(=O)c2/C=C(\C#N)S(=O)(=O)c2ccccc2)CC1
→ 2% | ? | 4% | i | / | 30%[activator] | / | /
- N#C/C(=C\Nc1ccc2c(c1)OCCO2)C(=O)NCc1ccco1
→ 1% | -18% | 2% | i | / | 6% | / | ?
- N#CC1=C(N)N(c2ccccc2Sc2ccccc2)C(=O)C1
→ 1% | -5% | 2% | -7% | 4% | 24% | -5% | ?

Compound activity as filed in PubChem.

Not all compounds are listed; the hit share may differ from the screen's.
